# Compound activity: PubChem BioAssay, National Center for Advancing Translational Sciences (NCATS)
# MBNL1-CUG inh: qHTS Assay for Inhibitors of MBNL1-poly(CUG) RNA binding; AID 2675, 2010; hit rate 0.036% among 280,000; Potency, µM (titrated, usually from 57.5 µM), inactives show at the highest dose activity change, negative = inhibition, usual class: inhibitors; TR-FRET MBNL1-His/biotin-(CUG)12 binding, 665/545 ratio; active = well fitted inhibition curve with a large enough effect in the signal ratio, with a control signal flat, not every such curve was filed as active; inconclusive = small, poorly fitted or top-dose-only effect, or effect the other way, or a change in a side signal; inactive = no such curve, though single readings can be large or run the other way; the % refers to the signal ratio; note: % is set by controls: 0 for no effect and ±100 for the full control effect
#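 Compound titration spanned 92 nM–58 uM against the MBNL1-His/biotin-(CUG)12 complex. After 60 min at room temperature with 5 nM streptavidin-XL665 and 0.055 ng/ul terbium anti-His, ratiometric 665/545 nm emission (Ex 340 nm) normalized to controls.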
# p53 reactivation: qHTS assay for re-activators of p53 using a Luc reporter; hit rate 0.063% among 320,000; Potency, µM (doses to about 92.2 µM), for inactives: at the highest dose activity change, positive = activation, actives largely listed as activators; H1299 p53-A138V BP100-luciferase reporter, luminescence, 24 h; note: % of control where 0% means no effect; nearly all actives have a fitted effect of over 45% in size
#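 p53-null H1299 cells stably carrying temperature-sensitive p53-A138V and a BP100-luciferase reporter were pinned with compounds (4-point, 1:5 series) and held 24 hrs at 37 deg C. Luminescence was read 10 min after detection reagent.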
# VP16 counter: VP16 counterscreen qHTS for inhibitors of ROR gamma transcriptional activity; Drosophila S2 Gal4-VP16 UAS-luciferase, luminescence, 20 h; Potency, µM (top dose mostly 53.6 µM), for the others: top-dose activity, negative = inhibition, usual class: inhibitors; hit rate 3.5% among 310,000; AID 2546, 2010;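 note: Gal4-VP16 expression switched on by copper sulfate through the metallothionein promoter; % is set by controls: 0 for no effect and ±100 for the full control effect; nearly all actives have a fitted effect of over 50% in size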
# ELG1 genotox: qHTS screen for small molecules that induce genotoxicity in human embryonic kidney (HEK293T) cells expressing luciferase-tagged ELG1. hit rate 1.3% among 330,000. Potency, µM (highest dose often 46 µM), without a hit: top-dose activity change, positive = activation, usual class: activators. AID 504466, 2011. HEK293T ELG1-luciferase reporter, luminescence, 16 h; note: % of control where 0% means no effect; nearly all actives have a fitted effect of over 60% in size
#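 After overnight (16 hr) compound treatment at 37 °C, ELG1-luciferase HEK293T cells were lysed with ONE-Glo; luminescence quantified 30 min later at room temperature.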
# RORgamma inh: qHTS for inhibitors of ROR gamma transcriptional activity. Nuclear receptor ROR-gamma (Mus musculus), P51450. Drosophila S2 Gal4-RORgamma UAS-luciferase reporter, 20 h. Potency, µM (titrated, usually from 53.6 µM), inactives show at the top dose activity change, negative = inhibition, usual class: inhibitors. hit rate 5.4% among 310,000; note: % is set by controls: 0 for no effect and ±100 for the full control effect; nearly all actives have a fitted effect of over 60% in size
# Target sequence (P51450 whole entry, looked up, the tested form may be a part): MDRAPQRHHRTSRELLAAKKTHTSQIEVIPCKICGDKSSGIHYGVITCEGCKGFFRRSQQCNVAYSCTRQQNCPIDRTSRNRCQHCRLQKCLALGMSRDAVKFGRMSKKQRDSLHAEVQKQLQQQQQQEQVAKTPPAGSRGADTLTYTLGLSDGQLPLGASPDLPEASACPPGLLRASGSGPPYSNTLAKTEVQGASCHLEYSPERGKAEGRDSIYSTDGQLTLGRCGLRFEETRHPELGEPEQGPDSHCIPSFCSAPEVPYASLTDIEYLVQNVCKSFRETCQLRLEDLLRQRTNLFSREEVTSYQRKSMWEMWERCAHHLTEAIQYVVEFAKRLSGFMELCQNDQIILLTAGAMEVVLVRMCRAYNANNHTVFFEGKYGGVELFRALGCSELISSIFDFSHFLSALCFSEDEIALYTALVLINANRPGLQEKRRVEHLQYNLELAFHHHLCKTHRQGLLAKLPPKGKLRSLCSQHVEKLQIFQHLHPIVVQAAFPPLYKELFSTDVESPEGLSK
#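 Stably transfected Drosophila Schneider cells are the test system, with ROR gamma fused to Gal4 and luciferase under UAS control; luminescence is read after 20 hr of 700 uM copper sulfate induction at ambient temperature.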
# NPC1 promoter act: qHTS Assay for NPC1 Promoter Activators | Potency, µM (doses to about 9.22 µM), for inactives: at the top dose activation, hits mostly activators | Huh7 NPC1 promoter luciferase reporter, 24 h | hit rate 2.4% among 320,000;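 note: % of control where 0% means no effect; nearly all actives have a fitted effect of over 60% in size; reporter is driven by a mutant NPC1 promoter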
#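 Luminescence from an NPC1 promoter-driven luciferase reporter in stably transfected Huh7 cells was measured after 24 h compound treatment at 37 °C, followed by 10 min ambient incubation with luciferase detection reagent.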
# FLuc modulator: qHTS profiling assay for firefly luciferase inhibitor/activator using purifed enzyme and Km concentrations of substrates (counterscreen for miR-21 project) | purified FLuc, Km substrates, luminescence inhibition | Potency, µM (highest dose often 57.5 µM), for inactives: at the highest dose activity change, negative = inhibition, hits mostly inhibitors | Luciferin 4-monooxygenase (Photinus pyralis), P08659 | hit rate 6.9% among 360,000;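 note: plate controls were vehicle for no effect and reference inhibitor for full effect; nearly all actives have a fitted effect of over 55% in size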
# Target sequence (P08659 whole entry, looked up): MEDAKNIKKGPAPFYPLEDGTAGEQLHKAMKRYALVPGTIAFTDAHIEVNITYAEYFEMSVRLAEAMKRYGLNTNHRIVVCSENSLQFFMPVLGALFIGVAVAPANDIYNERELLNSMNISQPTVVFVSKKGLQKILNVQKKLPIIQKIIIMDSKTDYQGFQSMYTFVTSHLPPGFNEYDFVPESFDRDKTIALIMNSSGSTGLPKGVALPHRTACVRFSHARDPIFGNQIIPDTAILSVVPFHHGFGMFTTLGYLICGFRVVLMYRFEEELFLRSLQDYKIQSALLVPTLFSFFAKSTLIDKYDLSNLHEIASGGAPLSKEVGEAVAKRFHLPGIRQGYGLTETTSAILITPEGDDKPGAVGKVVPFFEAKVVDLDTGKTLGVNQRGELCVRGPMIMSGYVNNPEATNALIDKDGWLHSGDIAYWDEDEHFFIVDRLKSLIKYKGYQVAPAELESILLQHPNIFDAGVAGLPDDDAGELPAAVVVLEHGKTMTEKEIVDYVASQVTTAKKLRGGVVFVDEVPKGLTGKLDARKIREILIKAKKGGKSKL
#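 Biochemical qHTS of compounds, final roughly 60 µM downward over six points, against 10 nM purified firefly luciferase using Km concentrations of substrates (10 uM D-luciferin, 10 uM ATP) in Tris acetate pH 7.5 buffer; luminescence output.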
# Rab9 prom act: qHTS Assay for Rab9 Promoter Activators. Huh7 Rab9 promoter-luciferase reporter, luminescence, 24 h. AID 485297, 2010. Potency, µM (series often up to 9.22 µM), for the others: at the top dose activation, negative = inhibition, usual class: activators. hit rate 2.8% among 320,000; note: % of control where 0% means no effect; nearly all actives have a fitted effect of over 60% in size
#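 Huh7 cells stably carrying Rab9 promoter–luciferase reporter, plated 1500 cells/well, compound added after 2 h and incubated 24 h at 37 °C; luciferase luminescence then read after 10 min with detection reagent.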
# uPA generation: qHTS for Inhibitors of Cell Surface uPA Generation | hit rate 0.31% among 330,000 | cell surface uPA generation assay, qHTS | Potency, µM (series often up to 38.3 µM), without a hit: top-dose activity change, negative = inhibition, usual class: inhibitors; active = well fitted inhibition curve with a large enough effect; inconclusive = small, poorly fitted or top-dose-only effect; inactive = no such curve, though single readings can be large or run the other way; tested in mouse RAW 264.7 cells; note: % is set by controls: 0 for no effect and ±100 for the full control effect; nearly all actives have a fitted effect of over 55% in size
# BRCA1 expr act: qHTS Assay to Identify Small Molecule Activators of BRCA1 Expression; AID 624202, 2012; MCF7-BRCA1-FFLuc reporter, luminescence, 48 h; response scale: scaled: vehicle 0%, 10 µM genistein 100%; hit rate 1.1% among 380,000; Potency, µM (highest dose often 46.1 µM), for the others: at the top dose activation, hits mostly activators; note: nearly all actives have a fitted effect of over 80% in size; some results filed as inactive show a strong effect at the top dose
#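 MCF7-BRCA1-FFLuc, 2000 cells/well; 2 h attach, 37 °C/5% CO2; compound 48 h; luciferase substrate 15 min; luminescence end-point. Norm. to genistein 10 microM max activation and DMSO; concentration-response curves fitted.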
# The depositor's hits bear a star; ? = inconclusive; nt = not tested or not shown; [ ] = another dose, or the depositor's remark. Unless noted, calls come from the whole dose curve; as a rule, active = well fitted curve in the direction sought with a large enough effect; inconclusive = small, poorly fitted or top-dose-only effect, or another doubt; inactive = no such curve, though single readings can be large; an effect the other way counts as inactive or inconclusive. Potency is the fitted concentration of half-maximal effect.
SMILES,MBNL1-CUG inh,p53 reactivation,VP16 counter,ELG1 genotox,RORgamma inh,NPC1 promoter act,FLuc modulator,Rab9 prom act,uPA generation,BRCA1 expr act
CC(C)[N+](C)(C)CC#CC(O)(c1ccccc1)c1ccccc1,3%,3%,2%,-1%,-7%,-4%,-3%,0%,-4%,-26%
CSc1nc2ccc(NS(=O)(=O)c3ccc([N+](=O)[O-])cc3)cc2s1,?,-2%,-2%,0%,31%,2%,-12%,-4%,-1%,-20%
Cc1ccc(N2CC(C(=O)Nc3ccncc3)CC2=O)cc1 (stereo not given),-9%,-1%,-3%,-1%,-27%,-1%,-1%,-6%,8%,-2%
O=C(c1ccc(Cn2cc(Br)cn2)cc1)N1CCN(c2ccccc2)CC1,-7%,-25%,6%,-5%,19%,-3%,-2%,-2%,-17%,-81%
CCc1ccc2oc(C(=O)NCCc3ccc(S(N)(=O)=O)cc3)cc(=O)c2c1,-9%,-2%,-14%,-1%,1%,0%,-2%,0%,-7%,-20%
COc1cc([N+](=O)[O-])ccc1NC(=S)N1CCN(c2ccccn2)CC1,?,10%,5%,-2%,-16%,-3%,-3%,1%,2%,-16%
Cc1ccccc1Nc1c(-c2cccnc2)nc2ccccn12,-4%,5%,1%,-3%,-3%,-3%,-1%,0%,4%,-26%
Cc1cc(C)c(OCCCNCc2ccccc2)c(Br)c1,0%,nt,-12%,-6%,3%[1.91 µM],6%,-1%,4%,-19%,-54%
NC(=S)N/N=C/c1ccccc1O,nt,3%,6.3µM*,-5%,3.5µM*,2%,2%,-6%,8%,15%
Cc1ccc(-c2nnn3c2nc(NCCc2ccc(S(N)(=O)=O)cc2)c2ccccc23)cc1,nt,-12%,?,?,24%,4%,-7%,-1%,-1%,-35%
O=c1c(-c2nc3ccccc3s2)cccn1Cc1ccc(Cl)c(Cl)c1,-4%,-5%,19%,-5%,-8%,0%,1%,2%,2%,-8%
COC(=O)C(Cc1ccc(O)cc1)NC(=O)c1ccccc1OC (stereo not given),-8%,14%,-24%,-3%,36%,6%,?,10%,3%,-3%
Cc1ccc2cccc(OCc3cccc([N+](=O)[O-])c3)c2n1,?,-9%,-3%,-8%,3%,-1%,-3%,1%[1.84 µM],1%,-11%
COc1cc(CNc2ccc(N3CCCC3)cc2)cc(Cl)c1OC,15%,3%,12%,3%,-34%,1%,9.5µM*,14%,-11%,-91%
COc1cc(S(=O)(=O)N2CCN(c3ccccn3)CC2)ccc1Br,-5%,nt,5%,0%,-12%,-2%,5%,-2%,-3%,-22%
C(=C\c1ccccc1)/C=N/Nc1nc(N2CCOCC2)nc(N2CCOCC2)n1,25%,3%,-2%,-1%,-2%,2%,2%,-7%,7%,-1%
CC1CCC(=NNc2ccc(C(F)(F)F)cc2[N+](=O)[O-])CC1 (stereo not given),nt,0%,-5%,2%,13%[10 µM],-4%,-9%,-5%,1%,-25%
COC(=O)c1ccccc1S(=O)(=O)N1CCn2cccc2C1C (stereo not given),-1%,4%,6%,-2%,-2%,-3%,2%,-2%,-3%,-13%
CCc1cc2c(=O)c(-c3nc4ccccc4n3C)coc2c(CN2CCC(C)CC2)c1O,3%,2%,8%,-3%,-18%,2%,1%,-1%,6%,-9%
CC1(c2nnc(-c3ccccc3)o2)CC(c2cccc(Cl)c2)=NO1 (stereo not given),-9%,12%,-3%,-8%,-11%,2%,1%,-6%,-1%,0%
CSCC[C@H](NC(=O)c1ccc2ccccc2c1)C(=O)N1CCC2(CC1)NCCc1[nH]cnc12,10%,-4%,-5%,-6%,-1%,-3%,0%,-4%,0%,4%
N#C/C(=C\c1ccc2c(c1)OCO2)C(=O)NCc1ccco1,3%,3%,-13%,0%,21%,4%,-3%,12%,4%,-1%
Cc1cc(C(F)(F)F)nn1CC(=O)NCc1cccs1,-1%,-4%,5%,-1%,10%,0%,-2%,-5%,-1%,2%
COc1ccc(NC(=O)C2CCCNC2=O)cc1 (stereo not given),-4%,6%,-3%,1%,4%,0%,-1%,4%,-3%,13%
Cc1ccc(NC(=S)N2CCN(C(=O)C3CCCO3)CC2)cc1 (stereo not given),?,10%,6%,-4%,9%,0%,1%,0%,6%,-13%

# Marked active in RORgamma inh, of those listed so far:
Structure | p53 reactivation | RORgamma inh | NPC1 promoter act | Rab9 prom act | uPA generation | BRCA1 expr act
NC(=S)N/N=C/c1ccccc1O | 3% | 3.5µM* | 2% | -6% | 8% | 15%

# (listing goes on)
SMILES,MBNL1-CUG inh,p53 reactivation,VP16 counter,ELG1 genotox,RORgamma inh,NPC1 promoter act,FLuc modulator,Rab9 prom act,uPA generation,BRCA1 expr act
O=C(C[C@H]1C/C=C\C[C@H](Cc2ccc(F)cc2)C(=O)O[C@@H](c2ccccc2)CNC1=O)N[C@H](CO)Cc1ccccc1,nt,6%,nt,0%,nt,nt,nt,nt,-17%,-4%
Cc1cccc(CCNC(=O)c2cc(S(=O)(=O)N3CCOCC3)cn2C)c1,-2%,nt,5%,0%,1%,-1%,-5%,-1%,7%,53%
COc1ccc(NS(=O)(=O)c2cc(NC(=O)COc3ccc(OC)cc3)ccc2N2CCOCC2)cc1,nt,-5%,nt,-1%,nt,nt,nt,nt,-4%,-38%
O=C(CN(Cc1ccco1)C(=O)CCC(=O)Nc1nccs1)NCc1ccccc1,-26%,-5%,-5%,-3%,8%,-2%,2%,-1%,-1%,-29%
Nc1nc2n(n1)C(c1cccc(Br)c1)CC(c1ccc(F)cc1)N2 (stereo not given),-17%,-20%,?,0%,?,-4%,0%,-2%,?,-17%
COCCNC(=O)C(OC(=O)c1nsc(Cl)c1Cl)C(C)C (stereo not given),-7%,1%,-5%,0%,7%,1%,1%,-6%,1%,0%
Cc1ccc(CN(C)C(=O)CN2C(=O)NC3(CCCc4ccccc43)C2=O)c(C)c1 (stereo not given),nt,2%,nt,-3%,nt,-9%,-3%,-9%,-5%,-4%
COc1ccc(OC)c(NC(=O)CCn2ccnc2)c1,0%,2%,3%,-1%,12%,-1%,5%,-6%,0%,-22%
O=c1[nH]ncc(NCCc2ccccc2)c1Cl,-5%,0%,-4%,4%,-11%,0%,-2%,-1%,-1%,12%
CCCN(CCC)S(=O)(=O)c1ccc(C(=O)NNC(=O)c2cc(OC)c(OC)c(OC)c2)cc1,9%,-6%,-13%,-3%,1%,-2%,5%,-4%,-4%,-15%
COC(=O)c1[nH]c2cccc(Cl)c2c1NC(=O)CN1CCCCC1C (stereo not given),5%,-6%,3%,0%,2%,-6%,4%,-3%,-19%,0%
COc1ccc(NC(=O)CSc2nnnn2-c2ccccc2OC)c(OC)c1,-2%,?,16%,-5%,-7%,-9%,-1%,-2%,7%,-31%
CC(=O)c1ccc(NS(=O)(=O)c2ccc3ccccc3c2)cc1,2%,14%,0%,3%,?,-5%,3%,0%,2%,-25%
NC(=O)CCCn1c(C(=O)c2cc(Cl)c(N)c(Cl)c2)c2ccc(C(F)(F)F)cc2[n+]1[O-],nt,-9%,nt,2%,nt,12%,-13%,-1%,-10%,-63%
CCN1CCCC1CNC(=O)c1cc2cc(OC)c(OC)cc2[nH]1 (stereo not given),3%,0%,-2%,5%,-11%,-2%,0%,2%,-1%,1%
CCOc1ccc(-c2ccc3nnc(SCC(=O)NCC4CCCO4)n3n2)cc1 (stereo not given),nt,0%,nt,-3%,nt,-3%,4%,-8%,?,-9%
CN(c1ccccc1)S(=O)(=O)c1cccc(NC(=O)Nc2ccc(Cl)cc2C#N)c1,-4%,-5%,?,-7%,?,0%,1%,-5%,2%,-30%
Cc1ccc2c(CN3CCCCC3C)cc(=O)oc2c1 (stereo not given),7%,1%,-3%,4%,12%,-4%,-9%,-6%,-5%,21%
Cc1ccc(C(C)NC(=O)Cc2cccs2)cc1C (stereo not given),-4%,5%,0%,2%,5%,-2%,1%,8%,-1%,0%
COC(=O)Cc1csc(Nc2ccc(F)c(Cl)c2)n1,-1%,-1%,?,-1%,?,0%,-7%,6%,5%,-1%
Cc1nn(-c2ccc(F)cc2)c(Cl)c1/C=C(\CCC(=O)O)c1nc2ccccc2s1,10%,3%,-6%,1%,3%,3%,-17%,6%,nt,4%
Cn1c(CCC(=O)OCC(=O)NCc2ccc3c(c2)OCO3)nc(=O)c2ccccc21,1%,1%,3%,5%,19%,-7%,0%,9%,0%,1%
COc1cccc(/C=N/N=C(\N)c2nonc2N)c1O,3%,10%,0.63µM*,18µM*,0.1µM*,?,?,2.5µM*,3%,61%
CCOC(=O)C(=CNc1cccc(C)n1)C(=O)OCC,4%,0%,6%,-5%,6%,0%,-13%,4%,2%,-4%
CC1CCN(C(=O)CCNC(=O)Cn2cnc3sc4c(c3c2=O)CCCC4)CC1,-9%,-2%,-3%,0%,12%,-2%,2%,-3%,-2%,6%
COc1ccc(-c2cn3c(C)c(C(=O)Nc4cc(NC(C)=O)ccc4OC)sc3n2)cc1,50%[activator],7%,?,1%,13µM*,-15%,?,-4%,?,-56%
